Runt-CBFb FRET: inhibitors of RUNX1 Runt–CBFb binding, primary screen, biochemical, FRET, Cerulean-Runt, Venus-CBFb, uHTS. Runt-related transcription factor 1 (Homo sapiens) + Core-binding factor subunit beta …. Cerulean-Runt/Venus-CBFb FRET ratio 530/480, 1 h. inhibition, % at 20 µM. 0.46% of 220,000 active. AID 1496, 2009;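 active = inhibition over about 50% at 20 µM in the single-dose screen, limit read from the data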;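 also: 0% = DMSO wells and 100% = excess unlabeled CBFb competitor control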
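Reagent – Venus-CBFb binding partner, 100 nM · Assay system – Cerulean-tagged RUNX1 Runt domain (FRET donor) fusion protein · Input – 100 nM per protein · Incubation – two 1 h room-temperature incubations shielded from light · Measured by – FRET fluorescence · Medium – Tris buffer pH 7.5 with salts and BSA · Benchmarks – unlabeled CBFb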
EBV gp42 block: Epstein-Barr virus gp42 inhibitors, primary screen, biochemical, uHTS, fluorescence polarization; 0.42% of 220,000 active; Glycoprotein 42 (Epstein-Barr virus (strain AG876)), Q1HVG2; inhibition, % (tested at 21.74 µM); Fluorescence polarization binding assay, mP read-out; in the data active = inhibition above about 50%
NCF1 inh: p47phox/p22phox peptide binding inhibitors, primary screen, biochemical, uHTS, NADPH oxidase regulatory subunit | fluorescence polarization, 2 h | inhibition, % at 24.7 µM | Neutrophil cytosol factor 1 (Homo sapiens), P14598 | 0.53% of 220,000 active;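 active = inhibition above about 30%, limit read from the data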;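 also: 0% = p47phox with labelled peptide and 100% = labelled peptide alone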
Target sequence (P14598 whole entry, looked up): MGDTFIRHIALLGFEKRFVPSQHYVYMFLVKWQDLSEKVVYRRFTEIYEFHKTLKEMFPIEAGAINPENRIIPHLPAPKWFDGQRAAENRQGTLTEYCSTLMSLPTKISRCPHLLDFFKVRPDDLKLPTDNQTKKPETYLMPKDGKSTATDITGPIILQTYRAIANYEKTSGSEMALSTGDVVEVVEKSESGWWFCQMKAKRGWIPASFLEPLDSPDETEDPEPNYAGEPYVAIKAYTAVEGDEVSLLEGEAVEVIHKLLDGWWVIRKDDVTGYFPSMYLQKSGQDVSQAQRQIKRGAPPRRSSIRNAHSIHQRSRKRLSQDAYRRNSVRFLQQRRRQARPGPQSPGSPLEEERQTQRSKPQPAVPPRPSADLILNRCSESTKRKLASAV
Furin inh: human furin inhibitors, primary screen, biochemical, fluorescence intensity; P09958; 0.061% of 220,000 active; purified furin, fluorogenic substrate cleavage; inhibition, % at 30 µM; in the data active = inhibition above about 25%; also: inactives centre near -15
Target sequence (P09958 108-714 limits assumed): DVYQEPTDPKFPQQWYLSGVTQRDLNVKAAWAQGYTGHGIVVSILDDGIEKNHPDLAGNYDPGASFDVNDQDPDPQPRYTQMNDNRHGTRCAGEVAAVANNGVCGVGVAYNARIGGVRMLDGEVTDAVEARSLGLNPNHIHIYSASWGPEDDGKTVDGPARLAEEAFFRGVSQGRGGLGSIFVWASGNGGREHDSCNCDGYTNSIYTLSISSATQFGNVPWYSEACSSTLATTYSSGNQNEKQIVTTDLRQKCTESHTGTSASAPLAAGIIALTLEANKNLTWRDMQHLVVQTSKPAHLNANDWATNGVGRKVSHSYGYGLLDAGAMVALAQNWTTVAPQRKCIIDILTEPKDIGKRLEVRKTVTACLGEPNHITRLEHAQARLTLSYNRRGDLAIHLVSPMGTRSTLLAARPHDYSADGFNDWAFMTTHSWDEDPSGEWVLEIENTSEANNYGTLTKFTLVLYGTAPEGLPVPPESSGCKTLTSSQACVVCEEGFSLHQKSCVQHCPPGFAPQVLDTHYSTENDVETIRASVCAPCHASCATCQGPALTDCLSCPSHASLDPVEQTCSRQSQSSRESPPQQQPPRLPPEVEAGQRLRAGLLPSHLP
Calpain2 inh: inhibitors of pig calpain II, primary screen, biochemical, fluorogenic peptide substrate, 1536-well. purified calpain II, 30 min. inhibition, % at 16 µM. 0.37% of 220,000 active;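 active = inhibition above about 50%, limit read from the data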
Runt-SMMHC FRET: inhibitors of RUNX1 Runt–CBFb-SMMHC binding, primary screen, biochemical, FRET, Cerulean-Runt, Venus-CBFb-SMMHC, uHTS; Runt-related transcription factor 1 (Homo sapiens) + Core-binding factor subunit beta …; inhibition, % at 20 µM; Cerulean-Runt/Venus-CBFb-SMMHC FRET ratio 530/480, 1 h; 0.74% of 220,000 active;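 active = mean inhibition across duplicate retests at 20 µM reaching about 50%, limit read from the data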;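 also: 0% = DMSO wells and 100% = wells with excess untagged CBFb-SMMHC; inhibitors lower the FRET ratio by blocking Runt binding to CBFb-SMMHC; some results filed as inactive read as strong as hits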
p97 ATPase inh: inhibitors of human p97 ATPase, primary screen, biochemical; Transitional endoplasmic reticulum ATPase (Homo sapiens), P55072; recombinant p97 ATPase, Kinase-Glo ATP luminescence, 3 h; inhibition, % at 8 µM; 0.42% of 220,000 active; in the data active = inhibition above about 15%;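 also: 0% = DMSO vehicle and 100% = wells lacking enzyme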
RBBP9 inh: human RBBP9 inhibitors, primary screen, biochemical, fluorescence polarization, FP-Rh probe, HTS | recombinant RBBP9 | AID 1515, 2009 | inhibition, % at 7.94 µM | Serine hydrolase RBBP9 (Homo sapiens), O75884 | 0.2% of 220,000 active;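 active = inhibition above the campaign mean of all tested compounds plus 3 SD, cut at about 14% in these data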;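 also: plate controls were DMSO wells with RBBP9 for no effect and wells lacking RBBP9 protein for full effect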
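System: RBBP9 protein / Quantity: 2.5 µM RBBP9 dispensing solution, before mixing / Also added: Serine-hydrolase probe FP-Rh, 375 nM pre-mixing / Dosing: 7.94 µM single dose, 0.794% DMSO / Timing: enzyme-compound preincubation 30 min, then probe labeling 45 min, 25 °C / Signal: FP readout at 525/598 nm / Controls: DMSO-treated enzyme wells and wells lacking RBBP9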
TbHK1 inh: Trypanosoma brucei hexokinase 1 inhibitors, primary screen, biochemical, G6PDH-coupled NADH absorbance, MLSCN library; hexokinase 1 [Trypanosoma brucei]; recombinant TbHK1, G6PDH-coupled NADH A340; inhibition, % at 10 µM; 0.11% of 220,000 active; AID 1430, 2008;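 active = inhibition of 50% or more in the single-dose primary screen; inactive = inhibition below 50%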
Numbers without * were called inactive; [ ] = another dose, or the depositor's remark. Rows were taken by chance; any-hit rate near 2.7%.

Start of the listing, in advance, two compounds:
CCOc1ccc(OCC)c(S(=O)(=O)NCc2ccccn2)c1 was read as Runt-CBFb FRET 8, EBV gp42 block -7, NCF1 inh -5, Furin inh -13[20 µM], Calpain2 inh 12, Runt-SMMHC FRET -5, p97 ATPase inh 2, RBBP9 inh 1 and TbHK1 inh 2.
For COCc1cc(C)nc(OCC(=O)N/N=C/c2ccc(OC)c(O)c2)c1C#N the results were Runt-CBFb FRET 1, EBV gp42 block -14, NCF1 inh -12, Furin inh -16, Calpain2 inh 4, Runt-SMMHC FRET 1, p97 ATPase inh 3, RBBP9 inh -5 and TbHK1 inh -6.

Main list, previewed entries included:
CCOc1ccc(OCC)c(S(=O)(=O)NCc2ccccn2)c1 was read as Runt-CBFb FRET 8, EBV gp42 block -7, NCF1 inh -5, Furin inh -13[20 µM], Calpain2 inh 12, Runt-SMMHC FRET -5, p97 ATPase inh 2, RBBP9 inh 1 and TbHK1 inh 2.
For COCc1cc(C)nc(OCC(=O)N/N=C/c2ccc(OC)c(O)c2)c1C#N the results were Runt-CBFb FRET 1, EBV gp42 block -14, NCF1 inh -12, Furin inh -16, Calpain2 inh 4, Runt-SMMHC FRET 1, p97 ATPase inh 3, RBBP9 inh -5 and TbHK1 inh -6.
For O=C(Nc1ccccc1C(=O)N/N=C/c1ccco1)c1ccccc1Cl the results were EBV gp42 block 3, NCF1 inh -1, Furin inh -7[20 µM], Calpain2 inh -7, Runt-SMMHC FRET 2, p97 ATPase inh 2, RBBP9 inh -8 and TbHK1 inh -14.
For CCCC(C)C(=O)Nc1ccc2c(c1)OCCO2 (centres undefined) the results were Runt-CBFb FRET -1, EBV gp42 block -16, NCF1 inh -7, Furin inh -18[20 µM], Calpain2 inh 6, Runt-SMMHC FRET -3, p97 ATPase inh 1, RBBP9 inh 8 and TbHK1 inh 8.
`CC(=O)Nc1cccc(NC(=O)CSc2ccc(-c3ccccn3)nn2)c1` gave Runt-CBFb FRET 1, EBV gp42 block -8, NCF1 inh -5, Furin inh -26, Calpain2 inh -12, Runt-SMMHC FRET 3, p97 ATPase inh 2, RBBP9 inh -8 and TbHK1 inh -4.
`Cc1ccc(C2CC(c3cccc(C)c3)n3ncnc3N2)cc1` (centres undefined) gave Runt-CBFb FRET 3, EBV gp42 block -19, NCF1 inh -8, Furin inh -18, Calpain2 inh -16, Runt-SMMHC FRET 2 and TbHK1 inh 2.
For Cn1ncc(C#N)c1NC(=O)c1cc(-c2ccccc2Cl)on1 the results were EBV gp42 block -12, NCF1 inh -3, Furin inh -18[20 µM], Calpain2 inh 5, Runt-SMMHC FRET -2, p97 ATPase inh 5, RBBP9 inh -5 and TbHK1 inh 4.
Screening COc1ccccc1NC(=O)C1=C(C)NC(=O)NC1c1cc(C)cs1 (centres undefined) returned Runt-CBFb FRET 4, EBV gp42 block -2, NCF1 inh 4, Furin inh -13, Calpain2 inh 3, Runt-SMMHC FRET 7, p97 ATPase inh 4, RBBP9 inh -6 and TbHK1 inh 0.
Screening COc1cc(NC(=O)CCc2nc(-c3cccs3)no2)cc(OC)c1OC returned Runt-CBFb FRET -2, EBV gp42 block 3, NCF1 inh -10, Furin inh 6[20 µM], Calpain2 inh -40, Runt-SMMHC FRET 4, p97 ATPase inh -5, RBBP9 inh -12 and TbHK1 inh 6.
Screening CN(c1ccccc1)S(=O)(=O)c1ccc(NC(=O)c2cccs2)cc1 returned Runt-CBFb FRET 0, EBV gp42 block 3, NCF1 inh -1, Furin inh -32, Calpain2 inh -18, Runt-SMMHC FRET -1, p97 ATPase inh 1, RBBP9 inh -18 and TbHK1 inh -9.
CCO[C@H]1OC(C(=O)N2CCCCCCC2)=C[C@@H](c2ccc(C(F)(F)F)cc2)[C@@H]1CCCO was read as Runt-CBFb FRET -4, EBV gp42 block 116*, Furin inh -28, Calpain2 inh -2, Runt-SMMHC FRET -10, p97 ATPase inh 3, RBBP9 inh 1 and TbHK1 inh -14.
CCN=C(NC#N)SCc1c(F)cccc1Cl was read as Runt-CBFb FRET -2, EBV gp42 block -3, NCF1 inh 7, Furin inh -17, Calpain2 inh -5, Runt-SMMHC FRET -3, p97 ATPase inh 0, RBBP9 inh -8 and TbHK1 inh -4.
For Cc1ccc(N2C(=O)N(Cc3ccccc3C)c3ccccc3S2(=O)=O)cc1 the results were Runt-CBFb FRET -1, EBV gp42 block -13, NCF1 inh -3, Furin inh -11, Calpain2 inh -14, Runt-SMMHC FRET 1, p97 ATPase inh 4, RBBP9 inh -1 and TbHK1 inh -4.
c1ccc2c(c1)ccc1nnc(SCc3ccc4c(c3)OCCO4)n12 was read as Runt-CBFb FRET 2, EBV gp42 block -3, NCF1 inh 5, Furin inh -19, Calpain2 inh 8, Runt-SMMHC FRET -6, p97 ATPase inh 3, RBBP9 inh -6 and TbHK1 inh 7.
Screening CCN1C(=O)C(Cc2nc3ccccc3c(=O)n2-c2ccccc2)c2ccccc21 (centres undefined) returned Runt-CBFb FRET 0, EBV gp42 block -16, NCF1 inh 9, Furin inh -23, Calpain2 inh 19, Runt-SMMHC FRET -3, p97 ATPase inh 1, RBBP9 inh -4 and TbHK1 inh 3.
`COc1ccc([N+](=O)[O-])cc1NS(=O)(=O)c1cc(C(=O)O)ccc1OC` gave Runt-CBFb FRET -1, EBV gp42 block -12, NCF1 inh -6, Furin inh -18, Calpain2 inh -8, Runt-SMMHC FRET 2, p97 ATPase inh 9, RBBP9 inh -3 and TbHK1 inh -36.
For COc1cc2cc(CN(CCO)S(=O)(=O)c3ccccc3)c(=O)[nH]c2cc1OC the results were Runt-CBFb FRET 1, EBV gp42 block 0, NCF1 inh -4, Furin inh -14[20 µM], Calpain2 inh -385, Runt-SMMHC FRET 0, p97 ATPase inh -2, RBBP9 inh -4 and TbHK1 inh -37.
`C=CCn1c(C)cc(C(=O)CSc2nc3ccccc3[nH]2)c1C` gave Runt-CBFb FRET -2, EBV gp42 block -6, NCF1 inh -5, Furin inh -13[20 µM], Calpain2 inh 24, Runt-SMMHC FRET -3, p97 ATPase inh -2, RBBP9 inh -6 and TbHK1 inh -5.
Screening Cc1ccc(NC(=S)NC(=O)c2ccc(F)cc2)cc1S(=O)(=O)Nc1ccccc1Cl returned Runt-CBFb FRET 3, EBV gp42 block 1, NCF1 inh -6, Furin inh -8, Calpain2 inh 25, Runt-SMMHC FRET 10, p97 ATPase inh -8, RBBP9 inh -7 and TbHK1 inh -3.
`CN(CC(=O)Nc1cccc(F)c1)CC(=O)Nc1ccccc1[N+](=O)[O-]` gave Runt-CBFb FRET 0, EBV gp42 block -11, NCF1 inh 1, Furin inh -19, Calpain2 inh 34, Runt-SMMHC FRET -1, p97 ATPase inh -4, RBBP9 inh -5 and TbHK1 inh 4.
Screening O=C1CSC(c2cn(-c3ccccc3)nc2-c2ccc3c(c2)OCCO3)N1CCN1CCOCC1 (centres undefined) returned Runt-CBFb FRET -1, EBV gp42 block -7, NCF1 inh -11, Furin inh -15, Calpain2 inh -54, Runt-SMMHC FRET -2, p97 ATPase inh -10, RBBP9 inh -8 and TbHK1 inh -7.
Screening CN1CCc2c(sc3c2c(=O)n(-c2ccccc2)c2nnc(SCc4ccc(Cl)cc4)n32)C1 returned Runt-CBFb FRET 0, EBV gp42 block -28, NCF1 inh -12, Furin inh -18, Calpain2 inh -30, Runt-SMMHC FRET -9, p97 ATPase inh 7, RBBP9 inh -4 and TbHK1 inh -5.
Screening O=C(Nc1nc(-c2cc(F)ccc2F)cs1)C1=NN(c2ccccc2)C(=O)CC1 returned Runt-CBFb FRET -6, EBV gp42 block -16, NCF1 inh -30, Furin inh -10, Calpain2 inh -62, Runt-SMMHC FRET -8, p97 ATPase inh -1, RBBP9 inh 6 and TbHK1 inh -10.
CCn1c(COc2ccc(Cl)cc2)nnc1SCC(=O)Nc1ccc2c(c1)OCO2 was read as Runt-CBFb FRET -5, EBV gp42 block -7, NCF1 inh 7, Furin inh -12, Calpain2 inh -10, Runt-SMMHC FRET 13, p97 ATPase inh 0, RBBP9 inh 0 and TbHK1 inh 21.
`COc1ccc(NC(=S)NNc2ccc([N+](=O)[O-])cc2S(=O)(=O)Nc2ccc(C)cc2C)cc1` gave Runt-CBFb FRET 16, EBV gp42 block 2, NCF1 inh -14, Furin inh -10, Calpain2 inh -10, Runt-SMMHC FRET -10, p97 ATPase inh 2, RBBP9 inh -5 and TbHK1 inh -7.
Cc1noc(/C=C/c2ccco2)c1S(=O)(=O)N1CCC(C(=O)NCc2ccco2)CC1 was read as Runt-CBFb FRET 0, EBV gp42 block -6, NCF1 inh -18, Furin inh 0, Calpain2 inh 44, Runt-SMMHC FRET -3, p97 ATPase inh 7, RBBP9 inh -5 and TbHK1 inh -52.
c1ccc(-c2nnc3sc(CN4CCc5ccccc54)cn23)cc1 was read as Runt-CBFb FRET 6, EBV gp42 block -11, NCF1 inh -12, Furin inh -18[20 µM], Calpain2 inh -16, Runt-SMMHC FRET -4, p97 ATPase inh 3, RBBP9 inh 0 and TbHK1 inh 0.
CCC1C(=NO)C(CC)C(c2ccccc2)NC1c1ccccc1 (centres undefined) was read as Runt-CBFb FRET 0, EBV gp42 block 8, NCF1 inh -3, Furin inh 6, Calpain2 inh 28, Runt-SMMHC FRET 2, p97 ATPase inh -7, RBBP9 inh -7 and TbHK1 inh 11.
For CCn1c(C(C#N)/C(=N\S(=O)(=O)c2cccs2)c2ccccc2)nc2ccccc21 (centres undefined) the results were Runt-CBFb FRET 2, EBV gp42 block -4, NCF1 inh -8, Furin inh -22[20 µM], Calpain2 inh -9, Runt-SMMHC FRET -2, p97 ATPase inh 3, RBBP9 inh 11 and TbHK1 inh -15.
CCC(=O)N1C(C(=O)NCc2ccc(OC)cc2)CSC1c1ccc(OC)cc1 (centres undefined) was read as Runt-CBFb FRET 0, EBV gp42 block -9, NCF1 inh -16, Furin inh -11, Calpain2 inh 14, Runt-SMMHC FRET -2, p97 ATPase inh 2, RBBP9 inh 3 and TbHK1 inh 0.
CC1(C)Cc2c(sc3nc(C4CC4)n(N)c(=O)c23)CO1 was read as Runt-CBFb FRET 98*, EBV gp42 block -6, NCF1 inh 1, Furin inh -17, Calpain2 inh -18, Runt-SMMHC FRET 1, p97 ATPase inh 3, RBBP9 inh -4 and TbHK1 inh 1.
`Nc1nc(-c2ccccc2)c(C(=O)Nc2ccccc2)s1` gave Runt-CBFb FRET 1, EBV gp42 block 3, NCF1 inh -6, Furin inh -19, Calpain2 inh -5, Runt-SMMHC FRET -4, p97 ATPase inh 5, RBBP9 inh -12 and TbHK1 inh -9.
`CCN1/C(=C/C(=S)Nc2ccccc2)Sc2ccccc21` gave Runt-CBFb FRET 59*, EBV gp42 block -21, NCF1 inh -117, Furin inh -6, Calpain2 inh -7, Runt-SMMHC FRET -8, p97 ATPase inh 11, RBBP9 inh -4 and TbHK1 inh -21.

Source: PubChem BioAssay
